RBX1-CUL1 inh = human ROC1-CUL1 E3 ligase inhibition; P62877+Q13616; in vitro K48 di-Ub FRET, acceptor:donor ratio, 45 min; inhibition, % at 10 µM; 140,000 compounds, 0.6% hits; in the data active means inhibition above about 25%
Target sequence (P62877 whole entry, looked up): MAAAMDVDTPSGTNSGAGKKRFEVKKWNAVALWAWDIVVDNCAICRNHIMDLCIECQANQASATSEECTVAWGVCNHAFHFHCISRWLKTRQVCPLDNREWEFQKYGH
Target sequence (Q13616 whole entry, looked up): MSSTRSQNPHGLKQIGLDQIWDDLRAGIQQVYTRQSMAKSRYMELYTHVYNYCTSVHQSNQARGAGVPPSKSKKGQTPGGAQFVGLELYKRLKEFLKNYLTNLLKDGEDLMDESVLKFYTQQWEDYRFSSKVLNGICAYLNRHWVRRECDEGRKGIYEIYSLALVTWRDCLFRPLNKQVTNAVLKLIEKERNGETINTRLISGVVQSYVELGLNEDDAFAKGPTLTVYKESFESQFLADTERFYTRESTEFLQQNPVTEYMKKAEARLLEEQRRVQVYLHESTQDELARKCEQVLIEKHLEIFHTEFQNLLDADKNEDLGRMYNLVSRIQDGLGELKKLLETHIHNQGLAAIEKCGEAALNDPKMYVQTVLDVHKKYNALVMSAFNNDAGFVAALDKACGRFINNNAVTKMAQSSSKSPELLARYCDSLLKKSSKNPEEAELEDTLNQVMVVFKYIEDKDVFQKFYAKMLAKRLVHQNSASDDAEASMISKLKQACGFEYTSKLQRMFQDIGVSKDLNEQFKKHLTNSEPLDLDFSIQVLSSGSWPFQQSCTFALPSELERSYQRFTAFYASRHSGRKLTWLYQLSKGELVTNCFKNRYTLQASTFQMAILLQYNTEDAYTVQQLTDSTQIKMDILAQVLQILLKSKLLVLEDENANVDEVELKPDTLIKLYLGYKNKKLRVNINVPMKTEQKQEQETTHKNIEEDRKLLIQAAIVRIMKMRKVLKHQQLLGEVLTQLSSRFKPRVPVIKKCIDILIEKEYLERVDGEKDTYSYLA
* hit, by the source's call. A portion of the library; rates above refer to the full screens.

Structure	RBX1-CUL1 inh
Cc1ccc(C(C)C)c(OCc2nnc(SCC(=O)Nc3ncc(C)s3)n2C)c1	9
CCc1ccc(CSc2nc(-c3ccccc3F)nc3c2Cc2c(CO)cnc(C)c2O3)cc1	-10
O=c1c2c3c(sc2nc2n1CCCC2)CCCC3	4
CCSc1ncc(Cl)c(C(=O)N(Cc2ccc(C(C)(C)C)cc2)C2CCS(=O)(=O)C2)n1 (stereo not given)	9
COc1cccc(C(=O)N2CCC(c3nc4ccccc4s3)CC2)c1	-5
CS(=O)(=O)n1nc(-c2ccco2)nc1NCc1ccccc1Cl	-4
COc1ccc(C2=Nc3ccccc3SC(C(=O)O)C2)cc1 (stereo not given)	-2
Cc1ccc(C)c(S(=O)(=O)c2cn(C)c3cc(F)c(F)cc3c2=O)c1	-8
CCC(C)S(=O)(=O)c1oc(-c2ccc(F)cc2)nc1S(=O)(=O)c1ccc(F)cc1 (stereo not given)	4
Cc1ccc(C(=O)Nc2ccc(-c3nc4ccccc4o3)cc2)cc1Cl	6
Cc1cc(C)cc(NC(=O)CSc2nc3sc4c(c3c(=O)n2-c2ccccc2)CCCC4)c1	0
CCOC(=O)c1c(C)oc2c(CN3CCN(C)CC3)c(Br)c(OC)c(O)c12	-6
CNC(=O)NS(=O)(=O)c1cnccc1Nc1cccc(Br)c1	9
CC(C)c1ccccc1OC/C=C/CN1CCOCC1	10
O=C1C2ON(c3ccc(Cl)cc3)C(c3ccc(F)cc3)C2C(=O)N1Cc1ccccc1 (stereo not given)	-4
CCCc1[nH]nc2c1C(c1c(OC)cccc1OC)C(C#N)C(=N)O2 (stereo not given)	3
COc1cc(/C=C2\SC(=O)N(Cc3ccc(F)cc3)C2=O)ccc1OCc1ccccc1	9
COC(=O)c1c(S(=O)(=O)NCc2cccc(Cl)c2)sc2c1CCN(C(=O)/C=C/C(C)C)C2	-11
Cc1ccc([N+](=O)[O-])cc1-c1ccc(C(=O)O)o1	7
COc1ccc(C(=O)Nc2ccc(S(=O)(=O)N(Cc3ccccc3)c3ccccc3)cc2)cc1	-5
CC(C)c1nc2ccc(C(=O)NCc3ccccc3Br)cc2o1	-2
O=C(NCCN1CCN(c2ccccc2)CC1)Nc1cccc(Br)c1	0
COC(=O)c1ccccc1NC(=O)C1CCCN(c2ncnc3onc(C)c23)C1 (stereo not given)	7
CCc1ccc(NC(=O)c2sc3nc(-c4ccccc4)cn3c2C)cc1	1
O=C(NCc1ccccc1)c1cc2sccc2n1Cc1ccc(Cl)cc1	-6
COCCC(=O)N1CCCC(CCC(=O)NCc2cccc(OC)c2)C1 (stereo not given)	6
O=C1CCCN1CCNCc1cccc(OCC(O)CN2CCOCC2)c1 (stereo not given)	13
Cc1ccccc1CS(=O)(=O)N1CCCCCC1	-15
O=[N+]([O-])c1ccc(NC(=S)Nc2ccccc2)nc1	13
Cc1ncoc1C(=O)N1CCCC(Nc2ccc3c(c2)OCCO3)C1 (stereo not given)	1
Cc1ccc(Cl)cc1N1CCN(C(=O)COc2ccc(S(=O)(=O)NCC(C)C)cc2)CC1	2
CCCn1c(-c2ccccc2)cn2c3c(=O)n(C)c(=O)n(C)c3nc12	9
Nc1c(C(=O)c2cccs2)sc2nc(-c3cccs3)cc(C(F)(F)F)c12	7
COc1cccc(C2CC(=O)NC3=C2C(=O)CC(C)(C)C3)c1 (stereo not given)	4
O=C(Oc1cccc(N2C(=O)C3CC=CCC3C2=O)c1)c1ccccc1 (stereo not given)	-8
CCC1CN(C(=O)N2CCC(C(=O)N3CCN(c4ccccc4F)CC3)CC2)c2ccccc2O1 (stereo not given)	5
COc1ccc(C2=C(Oc3ccc(OCCN4CCCCC4)cc3)c3ccc(OC)cc3S2=O)cc1 (stereo not given)	-2
Cc1cccc(N(C)C(=O)CN2C(=O)COc3ccc(S(=O)(=O)N4CCCCCC4)cc32)c1	2
COc1ccc(NC(=O)C(Cc2ccccc2)NS(=O)(=O)c2ccc3c(c2)CCN3C(C)=O)cc1 (stereo not given)	0
CC(CN(Cc1ccccc1)Cc1ccccc1)OC(=O)c1ccccc1Cl (stereo not given)	0

4 successive entries already listed:
Structure	RBX1-CUL1 inh
COc1ccc(C2=C(Oc3ccc(OCCN4CCCCC4)cc3)c3ccc(OC)cc3S2=O)cc1 (stereo not given)	-2
Cc1cccc(N(C)C(=O)CN2C(=O)COc3ccc(S(=O)(=O)N4CCCCCC4)cc32)c1	2
COc1ccc(NC(=O)C(Cc2ccccc2)NS(=O)(=O)c2ccc3c(c2)CCN3C(C)=O)cc1 (stereo not given)	0
CC(CN(Cc1ccccc1)Cc1ccccc1)OC(=O)c1ccccc1Cl (stereo not given)	0

Additional records follow:
Structure	RBX1-CUL1 inh
Cc1c(CN(C)[C@@H]2c3ccccc3C3(CCNCC3)[C@H]2O)[nH]c2ccccc12	-5
Cc1cc(C)c2oc(-c3ccc(C)c(NC(=O)/C=C/c4ccco4)c3)nc2c1	-8
CC1(C)CC(=O)C2=C(C1)N(c1ccccc1)C(=O)C(c1ccccc1)C2=O (stereo not given)	6
O=C(NC(Nc1ccc(F)cc1)(C(F)(F)F)C(F)(F)F)c1ccco1	5
CCOC(=O)c1cc(S(=O)(=O)NCc2ccccc2)[nH]n1	-14
CCCNC(=O)C1CCN(Cc2ccc(Cl)cc2)CC1	11
COc1ccc(CC2(CCC(=O)NC(c3ccccn3)C(F)(F)F)CCC(=O)N2)c(F)c1 (stereo not given)	-8
Clc1ccccc1CSc1nnc2c(n1)OC1(CCCC1)Nc1ccccc1-2	-9
Cc1ccc(NC(=O)CC2S/C(=N/N=C3\CSC(=O)N3)NC2=O)cc1 (stereo not given)	4
CC1Cc2cc(C(=O)C3C(=O)C(=O)N(CC4CCCO4)C3c3ccccc3)ccc2O1 (stereo not given)	-2
COc1ccc(C2c3c(n(C)c4ccccc34)C(=O)N2CC(=O)Nc2ccc(C)c(Cl)c2)cc1 (stereo not given)	0
COc1ccccc1-c1nc2sc3c(c2c(=O)o1)CCCC3	0
COc1cccc(N2CCN(C(=O)c3nn(C)c4c3CSc3ccc(C)cc3-4)CC2)c1	-12
Cc1nc2ccccc2n1Cc1cc(C(=O)N(C)C(C)c2ccncn2)n[nH]1 (stereo not given)	-14
O=C(CCCN1CCN(c2cccc(C(F)(F)F)c2)CC1)c1cc(=O)c2ccccc2[nH]1	-2
COc1ccccc1-c1nnc2sc(-c3ccccn3)nn12	4
O=C(c1ccccc1)c1ccccc1C(=O)N(c1ccccn1)C1CCCCC1	6
Cc1ccc(CN(Cc2ccco2)C(=O)COc2ccccc2C)cc1	-1
O=C(Oc1ccc(C(=S)N2CCOCC2)cc1)c1ccc(Cl)cc1Cl	5
O=C(Nc1cccc(NC(=O)c2ccc(Br)cc2)c1)c1ccccc1	0
CCn1cc(CNC(=O)c2cc(OC)ccc2OC2CCN(C(C)=O)CC2)cn1	5
CCS(=O)(=O)NCc1cccnc1Oc1cccc(C(F)(F)F)c1	4
CC1CCN(C(=O)c2cccc(NC(=O)c3nsc4ccccc34)c2)CC1	-2
Cc1cc(Cn2ccc(-c3cccc(-c4ncccc4C)c3)n2)no1	9
COC(=O)[C@H]1C2COc3ccccc3C2N2CSCC12 (stereo not given in full)	2
O=C(Cc1ccccc1)Nc1sc2c(c1C(=O)Nc1ccccc1Cl)CCCCC2	-8
O=C(COc1ccc2ccccc2c1)NN1C(=O)c2cccc3cccc(c23)C1=O	5
Cc1cc(C)n(Cc2cc(C(=O)N(C)C(C)c3ccon3)n[nH]2)n1 (stereo not given)	-11
NC(N)=NC(N)=Nc1ccc(Cl)c(Cl)c1	-7
CCCCC1CCC(C2CCC(C(=O)N3CCOCC3)CC2)CC1 (stereo not given)	-10
Cc1ccc(-c2[nH]nc3c2C(c2ccc(C)c(C)c2)C(C#N)C(=N)O3)cc1C (stereo not given)	7
O=C(NC(NNc1ccc(F)cc1)(C(F)(F)F)C(F)(F)F)c1ccco1	13
Cc1ccc(/C=C/c2onc(C)c2S(=O)(=O)N2CCC(C(=O)Nc3cc(F)ccc3F)CC2)cc1	-9
C#CCOc1ccc(/C=C2\SC(=Nc3ccc(Cl)c(C(=O)O)c3)N(C)C2=O)cc1OCC	2
Cc1ccc(Nc2cc(C)nc3nncn23)c(C)c1	7
CC1(C)O[C@@H]2[C@@H]3OC[C@@H](O3)[C@H](C#N)[C@@H]2O1	-10
CCOC(=O)C1=C(C)N=c2s/c(=C\c3cccc(O)c3)c(=O)n2C1c1cc(OC)ccc1OC (stereo not given)	-9
CCOc1ccc(NC(=O)C2=C(C)C(=O)OC23CCC(C)CC3)cc1 (stereo not given)	2
Cc1onc(-c2ccccc2)c1C(=O)Nc1sc2c(c1C(N)=O)CCC2	-1
CCCCN(CC)CCNC(=O)Cn1cnc2sc(C)c(S(=O)(=O)N3CCN(c4ccccc4OC)CC3)c2c1=O	-5

The list goes on (two carried over from the part before).
Structure	RBX1-CUL1 inh
Cc1onc(-c2ccccc2)c1C(=O)Nc1sc2c(c1C(N)=O)CCC2	-1
CCCCN(CC)CCNC(=O)Cn1cnc2sc(C)c(S(=O)(=O)N3CCN(c4ccccc4OC)CC3)c2c1=O	-5
CCCc1[nH][nH]c(=O)c1C(c1ccccc1)C(C#N)C#N (stereo not given)	4
COc1cc(C(=O)Nc2ccc3oc(-c4ccc(C(C)(C)C)cc4)nc3c2)cc(OC)c1OC	-4
CNC(=S)N/N=C\c1ccc(Sc2ccc(Cl)cc2)c([N+](=O)[O-])c1	6
CN(c1ccccc1)c1ccc(/C=N/NC(=O)c2cccc(Cl)c2)cc1	-4
COc1ccc(N=C(C)C2C(=O)N(c3nc4ccccc4s3)N=C2C(F)(F)F)cc1OC (stereo not given)	-2
Cn1c(=O)c2nc(-c3ccccc3)c(=O)[nH]c2n(C)c1=O	5
CCOc1cc(S(=O)(=O)NCCN2CCOCC2)c(C)cc1C	7
O=C(c1ccc(Cl)cc1Cl)N1CCSC1=S	-3
CCCC(=O)Nc1ccc(N2CCN(C(=O)CC(C)C)CC2)c(Cl)c1	10
COc1ccc(CCNC(=O)CCc2c(C)nc3cc(-c4ccc(Cl)cc4)nn3c2C)c(OC)c1	9
Cc1ccccc1CNC(=O)CCSCc1cnn(-c2ccccc2)c1-n1cccc1	17
O=C1CSC(=O)N1CCc1ccccc1	-2
Cc1c(N=Cc2ccccc2Cl)c(=O)n(-c2ccccc2)n1C	-2
O=C(NCc1ccncn1)c1ccc2nc(C3CCCCC3)oc2c1	2
COc1ccc(NC(C)=O)cc1NC(=O)C1(c2cccs2)CCOCC1	-1
COc1ccc(OC)c(-c2cc(Cl)c3c(c2)CC(CNC(=O)c2c(F)cccc2F)O3)c1 (stereo not given)	-7
CC(=O)Nc1ccc(N2CC(C(=O)N3CCCC3)CC2=O)cc1 (stereo not given)	-6
O=C(NCc1ccccc1)C(=O)NCC(c1cccs1)S(=O)(=O)c1ccccc1 (stereo not given)	-4
COc1ccccc1OC/C=C/CN1CCOCC1	-5
CCN(CCN(C)C)C(=O)C1CC(=O)c2sc(NC(=O)c3cccc(F)c3)nc2C1 (stereo not given)	-2
O=C1SCC(c2ccc(Cl)c(Cl)c2)=NN1Cc1nnc(-c2ccccc2)o1	-1
O=C(CSS(=O)(=O)O)N1c2ccccc2Sc2ccccc21	4
O=C(Nc1ccc(Cl)c(-c2nc3ccccc3o2)c1)c1cccc2c(Cl)cccc12	10
O=C(O)c1cc([N+](=O)[O-])nn1Cc1ccc(F)cc1	-18
Cc1ccsc1C(=O)NC12CC3CC(CC(C3)C1)C2	-5
CCOC(=O)N1CCC(NC2CCN(c3ccc(NC(=O)CCc4ccccc4)cc3)CC2)CC1	5
CNS(=O)(=O)c1cc(C(=O)O)ccc1Cl	4
COc1ccc(-c2nc3ccccc3[nH]2)c(OC)c1OC	-5
COc1ccccc1N1CCN(C(=O)COc2ccc(S(=O)(=O)NCc3ccccc3)cc2)CC1	2
COc1ccc(CN(Cc2ccco2)c2cnc(S(C)(=O)=O)nc2C(=O)Nc2ccc(C)c(Cl)c2)cc1	5
COc1ccc(C2(C(O)CN(C)C)CCOCC2)cc1OC (stereo not given)	1
CCC(=O)Nc1cccc(OCc2cc(=O)n3cc(C)ccc3n2)c1	-6

Six of the entries above in order of their number in RBX1-CUL1 inh, falling.
molecule,RBX1-CUL1 inh
COc1ccc(CN(Cc2ccco2)c2cnc(S(C)(=O)=O)nc2C(=O)Nc2ccc(C)c(Cl)c2)cc1,5
CNS(=O)(=O)c1cc(C(=O)O)ccc1Cl,4
COc1ccccc1N1CCN(C(=O)COc2ccc(S(=O)(=O)NCc3ccccc3)cc2)CC1,2
COc1ccc(C2(C(O)CN(C)C)CCOCC2)cc1OC (stereo not given),1
Cc1ccsc1C(=O)NC12CC3CC(CC(C3)C1)C2,-5
CCC(=O)Nc1cccc(OCc2cc(=O)n3cc(C)ccc3n2)c1,-6

(continued)
Structure	RBX1-CUL1 inh
COc1ccc(CC2(CCC(=O)N(C)Cc3csc(C)n3)CCC(=O)N2)c2ccccc12 (stereo not given)	-5
COCCCn1c(CN2CCN3CCCC3C2)cnc1S(C)(=O)=O (stereo not given)	-12
CN(C)S(=O)(=O)N1CCc2ccc(NC(=O)c3ccccn3)cc2C1	3
Cc1ccn2c(Nc3ccc4c(c3)OCO4)c(-c3ccco3)nc2c1	-11
COC(=O)C1CCN(CC(O)COc2ccc(CNCCOC(C)C)cc2)CC1 (stereo not given)	11
Cc1cc(OCC(O)CN2CCCC2)cc(C)c1Cl (stereo not given)	-5
Nc1n[nH]c(CCN2C(=O)c3ccccc3C2=O)n1	3
CCSc1nnc(NC(=O)c2cccs2)s1	-5
O=C(c1coc2ccc(O)c(CN3CCOCC3)c12)C1CC1	3
COCc1cn(C2CCN(Cc3ccc(Cl)cc3F)CC2)nn1	-3
CCCNC(=O)c1cc2c(=O)n3ccccc3nc2n1C	9
Cc1ccc(N2C(=O)C(=O)N(c3ccc(C)cc3)C2=S)cc1	-9
O=C(c1cc(CCc2ccccc2)no1)N1CCc2ccccc2C1	0

Screens deposited in PubChem by Icahn School of Medicine at Mount Sinai.
